All columns: NCI-60 one-dose screen, growth in % after 48 h at 10 µM unless noted; 100 = growth as untreated, 0 = no growth, -100 = all killed.
U251: U251 CNS tumor cells; AID 1794753; 80,000 compounds, 5.4% hits
UO-31: UO-31 renal cancer; 81,000 compounds, 5.2% hits; AID 1794768
SN12C: SN12C renal cancer cells | 81,000 compounds, 3.8% hits | AID 1794767
ACHN: ACHN renal cancer | 81,000 compounds, 4.9% hits
RXF 393: RXF 393 renal cancer cells; AID 1794773; 77,000 compounds, 6.9% hits
786-0: 786-0 renal cancer cells; 81,000 compounds, 5.1% hits
CAKI-1: CAKI-1 renal cancer. 75,000 compounds, 4.7% hits. AID 1794772
A498: A498 renal cancer cells; 76,000 compounds, 5.4% hits
TK-10: TK-10 renal cancer cells. AID 1794769. 81,000 compounds, 3.9% hits
* hit, by the source's call; x = not tested or not shown; & = joins results of further samples. The calls were made as follows: active = growth percent below 10; inactive = the rest.

compound	U251	UO-31	SN12C	ACHN	RXF 393	786-0	CAKI-1	A498	TK-10
CNCCCn1c2c(c3ccc([N+](=O)[O-])cc3c1=O)C(=O)c1cc(OC)cnc1-2	-61*	-78*	-30*	-65*	-90*	-78*	-83*	-97*	-24*
CCCCn1c(C)nc2cc(Nc3nc(Cl)nc4nc[nH]c34)ccc21	77	65	79	86	82	76	76	26	74
Cc1cccc(C)c1[C@H]1C[C@@](C)(O)[C@@H]2CC[C@@H](C)C[C@H]2O1	111	90	98	97	109	92	93	102	95
Cc1cc(C(=O)Nc2cc(Nc3ncccc3-c3ncnc4nc[nH]c34)ccc2F)cc(C(F)(F)F)c1	57	94	56	45	100	63	15	-27*	68
CC1=C(Cl)C(=O)c2cc(C)ccc2C1=O	96	73	94	97	85	102	87	97	108
O=C1C(=O)c2ccccc2C(O)=C1CC=C1CCCC1	97	103	101	107	135	107	99	96	93
CCN1CCN(C(=O)[C@]23CC[C@@H](C)[C@H](C)[C@@H]2C2=CC[C@@H]4[C@@]5(C)C/C(=C/c6ccccn6)C(=O)C(C)(C)[C@@H]5CC[C@@]4(C)[C@]2(C)CC3)CC1	95	73	92	95	100	96	76	79	99
CCOc1ccc2nc(C)cc(Nc3ccc(S(=O)(=O)Nc4cc(C)on4)cc3)c2c1	95	75	106	94	107	102	88	127	96
CC[C@]1(O)CC2CN(CCc3c([nH]c4ccccc34)C(C(=O)OC)(c3cc4c(cc3OC)N(C=O)[C@H]3[C@@](O)(C(=O)OC)[C@H](OC(C)=O)[C@]5(CC)[C@@H]6C[C@@H]6CN6CC[C@]43[C@@H]65)C2)C1 (stereo partly drawn)	6.6*	31	30	31	33	5.6*	32	-20*	50
CCNC(=O)Oc1ccc(/C(=C(/C)Cc2ccc(OC)cc2)c2ccc(OCCN3CCCCC3)cc2)cc1	48	51	71	95	62	73	90	91	83
CCC(C)NCC(=O)O (stereo not drawn)	99	98	110	98	103	103	98	107	107
C[N+](C)(C)C(Cc1ccccc1)c1ccccc1 (stereo not drawn)	99	89	x	105	191	97	106	109	108
CC1OC(OC2C(Oc3cc(O)c4c(c3)O[C@H](c3ccc(O)cc3)CC4=O)OC(CO)C(O)C2O)C(O)C(O)C1O (stereo partly drawn)	106	87	106	108	120	99	102	146	100
CCCSc1nnc(-c2c(C)nc3sccn23)o1	88	70	87	85	83	93	79	92	113
N#CC1=C(N)Oc2c(c(=O)[nH]c3ccccc23)C12C(=O)Nc1ccccc12 (stereo not drawn)	92	61	86	98	100	104	x	111	97
O=c1[nH]c2ccccc2cc1CSc1ccc(Nc2nccc(-c3ccc4ccccc4c3)n2)cc1	20	94	54	80	x	52	73	82	79
N#Cc1c(NC(=O)Nc2ccccc2Br)sc2c1CCCCC2	92	86	93	103	99	94	93	x	90
C/C(=C(/c1ccccc1)c1ccc(N2C(=O)c3cccc4c(N5CCN(Cc6ccccc6)CC5)ccc(c34)C2=O)cc1)c1ccccc1	99	74	94	101	101	105	78	93	102
CCOC(=O)NC(=O)CSc1n[nH]c(-c2ccc(CC)cc2)n1	99	76	96	96	105	95	109	114	160
O=C1c2ccccc2C(=O)N1/N=C/c1ccccc1Cl	97	88	103	101	103	99	89	101	106
CCN(Cc1ccc(Cl)c(Cl)c1)c1ccc2nc(N)nc(N)c2c1C	-92*	-83*	-76*	-96*	-80*	-90*	-67*	-78*	-84*
O=C(NC(Sc1ccc(Cl)cc1)C(=O)O)c1ccccc1 (stereo not drawn)	95	95	93	102	107	107	102	110	119
Cc1ccc(C)c(C(=O)CC(C)C(=O)O)c1 (stereo not drawn)	102	94	100	100	112	102	104	171	106
COCCn1cc(-c2csc(-c3cn(C(=O)OC(C)(C)C)c4ccc(Br)cc34)n2)c2cccnc21	81	89	98	89	110	98	90	111	157
O=C(Nc1ccccc1)c1cccc(NC(=O)c2ccco2)c1	106	95	102	105	109	101	96	x	123
Cc1nn(-c2nc(-c3ccc(C(F)(F)F)cc3)c(SC(C)C)s2)c(C(=O)O)c1-c1cccc(F)c1	23	70	68	40	103	59	22	83	41
OCC1CCCN(Cc2ccc(-c3ccccc3)cc2)C1 (stereo not drawn)	96	80	100	99	96	93	90	77	92
CC(C)(O)Cn1cc(-c2ccc3nc(OC4CC4)ccc3c2)c2c(N)ncnc21	50&82	19&64	39&88	43&86	51&73	60&89	70&81	21&65	55&74
CCn1c(SCc2ccc(OC)cc2)nnc1-c1nn(-c2ccc(Cl)cc2Cl)c(-c2ccc(Cl)cc2)c1C	88	79	91	80	91	84	70	83	82
CN1CCc2cc3c(c4c2[C@H]1[C@@H](O)c1ccccc1-4)OCO3	86	81	91	97	95	96	105	89	101

Some of these compounds in order of molar mass, high to low:
compound	U251	UO-31	SN12C	ACHN	RXF 393	786-0	CAKI-1	A498	TK-10
CCN1CCN(C(=O)[C@]23CC[C@@H](C)[C@H](C)[C@@H]2C2=CC[C@@H]4[C@@]5(C)C/C(=C/c6ccccn6)C(=O)C(C)(C)[C@@H]5CC[C@@]4(C)[C@]2(C)CC3)CC1	95	73	92	95	100	96	76	79	99
Cc1nn(-c2nc(-c3ccc(C(F)(F)F)cc3)c(SC(C)C)s2)c(C(=O)O)c1-c1cccc(F)c1	23	70	68	40	103	59	22	83	41
CN1CCc2cc3c(c4c2[C@H]1[C@@H](O)c1ccccc1-4)OCO3	86	81	91	97	95	96	105	89	101
O=C1c2ccccc2C(=O)N1/N=C/c1ccccc1Cl	97	88	103	101	103	99	89	101	106

The list continues.
compound	U251	UO-31	SN12C	ACHN	RXF 393	786-0	CAKI-1	A498	TK-10
CC(C)(C)c1ccc(CC(=O)Nc2sc3c(c2C(N)=O)CCC(=O)C3)cc1	15	-87*	7.0*	-91*	-12*	29	-56*	48	17
COc1ccc(-c2ccnc(SCc3cc4ccccc4[nH]c3=O)n2)cc1OC	-13*	-73*	-38*	-77*	-30*	-25*	-67*	-19*	23
CC(=O)C1CC2C=CC1CC2 (stereo not drawn)	104	75	104	110	103	100	94	98	107
CC(C)=CC(=O)N[C@@H]1CC2CCC3C(CC[C@@]4(C)C3CC[C@@H]4C(C)N(C)C)[C@@]2(C)C[C@@H]1O (stereo partly drawn)	57	10	71	70	21	59	77	67	84
O=CN(Cc1ccccc1)Cc1ccccc1	101	92	101	111	103	99	99	88	99
COc1ccc(Cn2c(C(N)=O)cc3c2-c2nc(NC4CCCCC4)ncc2CCC3)cc1	80	72	88	86	76	96	93	64	101
CC(C(c1ccccc1)C(Br)C(=O)c1ccccc1)[N+](=O)[O-] (stereo not drawn)	108	95	102	115	104	103	104	87	114
O=C(O)c1cc(N=Nc2ccc(N=Nc3c(Nc4ccccc4)ccc4cc(S(=O)(=O)O)cc(O)c34)cc2)ccc1O	104	91	118	103	119	108	x	x	107
NS(=O)(=O)c1ccc(-n2ncc(NC(=O)Nc3ccc(F)cc3)c2-c2ccccc2)cc1	70	83	98	105	105	101	x	94	84
NC(=O)N/N=C/c1ccc([N+](=O)[O-])s1	95	92	108	101	102	110	102	94	105
CC(C)(C)c1ccc(C2=C/C(=C\c3ccccc3)C(=O)N2CCc2ccc(S(N)(=O)=O)cc2)cc1	98	74	100	99	x	100	94	124	115
Cc1nn(-c2ccccc2)c(N(C)Cc2ccccc2)c1C1CC(c2ccc(Cl)cc2)=NN1c1cc(Cl)cc(Cl)c1 (stereo not drawn)	93	87	99	100	101	105	x	103	104
CC(=O)Nc1cccc(Nc2nc(N[C@@H](C)c3ccccc3)c3ccccc3n2)c1	14	19	33	29	-48*	3.7*	19	-34*	54
CC1=C(C(=O)O)CC(S(=O)(=O)O)C1(C)C (stereo not drawn)	101	96	95	107	114	106	101	118	109
Cc1cc(C(=O)Nc2ccc(Cl)cc2Cl)c(C)o1	103	99	107	113	115	94	94	x	106
C=CCn1cnc2c(=S)nc[nH]c21	105	82	103	105	152	98	96	118	114
O=C1C(c2[nH]c3ccccc3c2O)=Nc2ccccc21	105	59	92	90	112	106	95	106	100
COc1ccc(-n2nnc3c(sc4ncccc43)c2=O)cc1	100	99	107	103	104	106	96	88	114
Cc1ccc(-n2c(-c3cc(-c4ccncc4)n(-c4ccccc4)n3)n[nH]c2=S)cc1	111	71	98	106	108	100	47	x	107
O=[N+]([O-])c1ccc(N/N=C/C2CCCCCC2)c([N+](=O)[O-])c1	97	61	92	70	98	97	74	63	118
CN1CCN(C)c2cnccc2C1=O	109	80	112	112	110	106	102	91	88
CN1C(=O)CC(O)C1=O (stereo not drawn)	105	87	101	118	107	99	101	90	113
Cn1ccc2cc(NC(=O)Cn3cc(CN4CCCCC4)nn3)ccc21	101	88	99	108	108	102	98	120	104
CCOC(=O)C(Cc1ccc(C)cc1)n1cc(-c2ccccc2)nn1 (stereo not drawn)	99	82	100	106	110	105	100	92	100
CCCCCCCCSCCO	104	86	108	109	109	103	102	105	90
Cn1c(-c2nonc2NC(=O)c2ccc(F)cc2)nc2ccccc21	108	91	102	112	109	99	105	86	124
CC/C(=N/OCc1ccccc1)C(=O)NNS(=O)(=O)c1ccc(C)cc1	101	90	97	103	102	107	80	x	106
C=C(C)[C@@H]1CC[C@]2(CN)CC[C@]3(C)[C@H](CC[C@@H]4[C@@](C)(CCCN)[C@H](C(=C)C)CC[C@]43C)[C@@H]12	74	63	83	99	79	82	75	89	119
O=C1CC(N2CCC(Oc3ccc4c(c3)OCO4)CC2)C(=O)N1c1ccccc1 (stereo not drawn)	x	83	103	104	109	96	93	100	109
CCN(CC)CCCCCCNc1cccc2cc(Br)cnc12	81	61	104	104	91	93	62	86	59
COCCOc1ccc2ncc(C#Cc3cncc(C(=O)Nc4ccc(CN5CCN(C)CC5)c(C(F)(F)F)c4)c3)n2n1	38	2.6*	10	4.9*	-91*	-15*	1.3*	-50*	14
Cc1c(-c2nn(-c3ccccc3)cc2/C=N\O)nnn1-c1ccc(S(N)(=O)=O)cc1	102	81	99	100	98	x	97	83	114
CC(=O)[C@@]1(O)CC[C@H]2[C@@H]3C[C@H](C)C4=CC(=O)CC[C@]4(C)[C@H]3CC[C@@]21C	100	70	86	96	124	100	80	73	97
O=C(Nc1ccccn1)Nc1ccccn1	99	74	101	102	110	90	x	74	110
COc1cc2cc3c(nc2cc1OC)CCN3Cc1ccc(NC(=O)Nc2cc(C(F)(F)F)cc(C(F)(F)F)c2)cc1	64	58	74	70	82	81	69	58	86
CSc1nc(NCCO)c(C#N)c(-c2cccc(N)c2)n1	x	75	95	92	113	103	80	84	145
COc1ccc(-c2cc(C(=O)N=Nc3c(O)[nH]c4ccc(F)cc34)c3ccccc3n2)cc1	7.3*	68	65	68	x	64	88	128	120
CC(C)CCCC(C)C/C=C\C=O (stereo not drawn)	99	90	100	105	100	99	91	91	89
c1ccc(CNc2nnc(-c3cccnc3)s2)cc1	90	90	107	96	108	88	107	101	83
O=C(NO)c1ccc(NCc2csc3ccccc23)cc1	57	40	59	70	71	71	x	57	59
Cc1nc2ccccc2[nH]1	101	95	109	104	110	94	99	89	104
Nc1c(S(=O)(=O)O)cc(S(=O)(=O)O)c2cccc(O)c12	103	74	95	135	101	113	103	96	110
Cc1c(C(=O)N2CCN(c3ccccc3)CC2)nn(-c2ccc(Cl)cc2)c1-c1ccc(Cl)cc1	90	56	80	78	93	82	74	88	81
CNC(=O)c1c(NC(=O)c2ccc(C(C)(C)C)cc2)sc2c(CN(C)C)c(O)ccc12	-30*	-79*	4.6*	-22*	36	-77*	-13*	53	87
O=[N+]([O-])c1cc(S(=O)(=O)O)cc2cc(S(=O)(=O)O)cc(S(=O)(=O)O)c12	100	89	99	115	110	106	x	116	100

Structures listed so far with two or more sulfur atoms (4):
compound	U251	UO-31	SN12C	ACHN	RXF 393	786-0	CAKI-1	A498	TK-10
CCCSc1nnc(-c2c(C)nc3sccn23)o1	88	70	87	85	83	93	79	92	113
Cc1nn(-c2nc(-c3ccc(C(F)(F)F)cc3)c(SC(C)C)s2)c(C(=O)O)c1-c1cccc(F)c1	23	70	68	40	103	59	22	83	41
Nc1c(S(=O)(=O)O)cc(S(=O)(=O)O)c2cccc(O)c12	103	74	95	135	101	113	103	96	110
O=[N+]([O-])c1cc(S(=O)(=O)O)cc2cc(S(=O)(=O)O)cc(S(=O)(=O)O)c12	100	89	99	115	110	106	x	116	100

Further records.
compound	U251	UO-31	SN12C	ACHN	RXF 393	786-0	CAKI-1	A498	TK-10
c1ccc(Cn2nc(OCCN3CCCCC3)c3ccccc32)cc1	102	89	97	105	104	98	93	83	x
CC(C)(C)c1nn(-c2ccccc2)c2c1C(=O)CSC(c1ccc(Cl)cc1)N2 (stereo not drawn)	110	68	89	106	112	93	76	116	109
CCOc1cc2c(cc1OCC)C(c1cc3c(cc1Br)OCO3)NCC2 (stereo not drawn)	99	60	95	92	87	105	65	68	100
CC(C)(C)[Si](C)(C)OCC1OC(n2cnc3c(NC(=O)c4ccccc4)ncnc32)CC1O (stereo not drawn)	96	91	94	106	101	102	95	82	99
CCCCCCCCSc1nnc(-c2c(C)nc3ccc(Cl)cn23)o1	91	69	85	89	95	88	82	78	122
O=c1oc(C(F)(F)F)nc2ccc(Cl)cc12	105	95	104	105	117	102	93	106	104
CCCCOc1ccccc1[N+](=O)[O-]	101	91	104	97	123	104	93	85	105
[BH3-][NH2+][BH2-][NH2+][BH2-][NH3+]	101	91	103	104	113	97	96	93	95
COc1cccc(C/C(C)=C(/c2ccc(OCCN3CCCCC3)cc2)c2ccc(OC(C)=O)cc2)c1	87	75	95	109	92	101	88	x	109

From PubChem BioAssay
